# mHTT-CaM PPI inh = disrupts binding of mutant huntingtin to calmodulin | inhibition, % at 15 µM | 190,000 tested, 3.6% active | AlphaScreen His-mHTT/GST-CaM binding, luminescence;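 further: 0% = both proteins with DMSO and 100% = one protein alone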
# Pf apPOL inh = Pf-apPOL DNA polymerase inhibition | Recombinant Pf-apPOL, molecular beacon fluorescence, 1.5 h | inhibition, % at 10 µM | 210,000 tested, 0.25% active | AID 1794808
# Numbers without * were called inactive; i = inactive; . = not tested or not shown; & = joins results of further samples. No stated cut-off is given here; in the data, active means inhibition above about 50%; inactive means the rest.
# Order of results: mHTT-CaM PPI inh	Pf apPOL inh
COc1ccccc1NC(=O)N1CCOc2ccc(C)cc21
  -3	-9
O=C(O)c1ccc(N=c2oc3cc(O)ccc3cc2C(=O)NCc2ccccc2)cc1
  15	-1
O=C(Nn1cnnc1)c1cccc(C(=O)Nn2cnnc2)c1
  4	2
COc1ccc2c(c1)CC/C2=N\OC(=O)c1ccc(OC)c([N+](=O)[O-])c1
  i	-1
CCC(C(=O)Nc1ccc2c(c1)OCO2)n1c(=O)n(Cc2ccccc2)c(=O)c2ccccc21 (stereo not drawn)
  5	6
CCCn1ncc(N2CCC(C(=O)NCc3cccnc3)CC2)cc1=O
  -11	-7
Cc1ccc(-n2c(O)c(C=C3C=CC=N3)c(=O)[nH]c2=O)cc1
  12	0
O=C1Nc2ccccc2C1=Cc1cccn1-c1ccc(OC(F)(F)F)cc1
  .	-4
O=c1oc2ccc([N+](=O)[O-])cc2c(N2CCOCC2)c1[N+](=O)[O-]
  -7	-3
Cc1oc(C2CCN(C(=O)Nc3cc(F)ccc3F)CC2)nc1C(=O)N1CCCC1
  -6	-6
Clc1ccc(CN2CCOCC2)cc1
  1	-3
Cc1ccc(CN2CCC3(CC2)N=C(c2ccccc2)C(=O)N3)cc1
  54*	-7
CCOc1ccc(-c2nnc(-c3ccc4c(c3)OCO4)o2)cc1
  5	-16
CN1CCC(=O)N([C@H](CN=[N+]=[N-])c2ccccc2)CC1
  21	-6
C=CCOc1ccc(C(O)=C2C(=O)C(=O)N(CCCN3CCOCC3)C2c2ccncc2)cc1 (stereo not drawn)
  -1	-2
CCCC1CCc2c(sc(NC(=O)c3cccnc3)c2C(N)=O)C1 (stereo not drawn)
  7	5
O=C(c1nn2c(c1Br)NC(c1ccccc1)CC2C(F)(F)F)N1CCOCC1 (stereo not drawn)
  4	4
Cc1oc2c(CN3CCCCC3)c(O)ccc2c(=O)c1-c1ccc(Br)cc1
  6	-28
Nc1nc(=S)n(-c2ccccc2)[nH]1
  2	.
Cc1ccsc1/C=C1\N=C(c2ccc(Cl)c(Cl)c2)OC1=O
  16	6
CCn1cnc2c1c(=O)n(CC(C)C)c(=O)n2-c1ccc(C(C)C)cc1
  0	-4
O=C(Nc1ccccc1)[C@@H]1CC=C[C@@H]2CCN(C3CC3)C(=O)[C@@H]21
  -7	-3
CN(C)CCN1CCN(C2CN(C3CCCCC3)S(=O)(=O)C2)CC1 (stereo not drawn)
  -6	0
COc1ccc(N=Nc2c(N)n[nH]c2N)cc1
  12	.
Cc1ccc(C(=O)Nc2ccc(Cn3cncn3)cc2)cc1F
  -4	2
O=C(C1CCC1)N1CCN(Cc2noc3ccccc23)CC1
  2	-4
O=C(C(Cc1ccccc1)N1C(=O)c2ccccc2C1=O)N1CCCC1 (stereo not drawn)
  0	2
CC1(C)CC(=O)c2sc(NS(=O)(=O)c3ccc(Cl)cc3)nc2C1
  0	1
CCOC(=O)COc1ccc2c(c1)OC(=Cc1ccc(OCC)cc1)C2=O
  -8	13
CC1(C)CC(=O)c2c(S(C)(=O)=O)sc(Br)c2C1
  .	3

# Next results:
# Order of results: mHTT-CaM PPI inh	Pf apPOL inh
Cn1c(=O)c2[nH]c(C3CCCC3)nc2n(C)c1=O
  .	0
CSc1nc2n(n1)C(c1ccc(N(C)C)cc1)C1=C(CC(C)(C)CC1=O)N2 (stereo not drawn)
  -2	-8
COc1ccccc1Nc1nn(-c2ccc(F)cc2)c2c1C(=O)CCC2
  3	-13
CCc1ccccc1NC(=O)CN1CCC2(CC1)N=C(c1ccccc1)C(=O)N2
  -3	-4
NC1=NC(c2ccc(Cl)cc2)=CC(c2ccc(F)cc2)S1 (stereo not drawn)
  68*	.
CSc1nnc(-c2ccco2)c(-c2ccco2)n1
  31	-5
O=C1C(=C(O)c2ccccc2)NS(=O)(=O)c2ccccc21
  -1&1	3&-5
CC(C)CN1CCC(N2CCC(C(C)O)CC2)CC1 (stereo not drawn)
  -3	-3
COc1cc(OC)cc(C2=N/C(=C\c3ccc(C)o3)C(=O)O2)c1
  0	-4
Cc1cc(C(=O)Nc2nnc(Cc3cccs3)o2)on1
  9	8
CC(C)(C)C(=O)NCCCc1ccccc1
  -4	-2
CCOc1ccc(NC(=O)CN(c2ccccc2)S(=O)(=O)c2ccccc2[N+](=O)[O-])cc1
  21	-7
COc1ccc(C2OC(=O)C(C)(C)C(=O)C23CCCCC3)cc1 (stereo not drawn)
  -2	-1
CC(C)c1ccc(NC(=O)Nc2csc(-c3cccs3)n2)cc1
  .	2
O=C(O)C[C@H]1c2ccc(C(F)(F)F)cc2S(=O)(=O)N1C1CCCCC1
  -2&-2	1
CCc1noc(-c2cccn2CC)n1
  -10	1
CSc1nnc(-c2nn(C)c3c2CN(C(=O)Cc2ccc(C)cc2)CC3)n1C
  9	-3
COCCC1CCN(C(=O)c2nc3ncccn3n2)CC1
  -4	-3
NNC(=O)c1ccc(C23CC4CC(CC(C4)C2)C3)o1
  4	.
CCN(CC)c1ccc(/C=C2\C(=O)NN(c3ccc(Cl)c(Cl)c3)C2=O)cc1
  -1	1
Cc1cc(F)c(F)cc1C(=O)n1cncn1
  -6	7
Cc1ccc(-n2nnc(C(=O)NC(C)C)c2-c2ccncc2)cc1C
  -8	-4
O=C(NCc1cccs1)c1cc(-c2ccc(Br)s2)nc2ccccc12
  -1	1
CCc1ccc(C2CC(c3ccc(OC)c(OC)c3)=NN2C(=O)CCCC(=O)O)cc1 (stereo not drawn)
  15	-9
CC(C)(C)c1ccc(C(=O)NCCN=C2NS(=O)(=O)c3ccccc32)cc1
  9	1
O=c1cc(-c2ccccc2Cl)oc2ccc(Br)cc12
  -5	-2
O=C(Nc1ccc(C(F)(F)F)cc1)c1cn2c(n1)COCC2
  7	-4
COc1ccc(NS(=O)(=O)C2CCS(=O)(=O)C2)cc1 (stereo not drawn)
  5	100*
COCCCNc1ccc(-c2nc(-c3ccccc3)no2)cn1
  -6	-6
CC(C)=CCOc1ccc2c(c1)OC(=Cc1sccc1C)C2=O
  4	-4

# 6 entries drawn at random from those above:
# Order of results: mHTT-CaM PPI inh	Pf apPOL inh
CSc1nc2n(n1)C(c1ccc(N(C)C)cc1)C1=C(CC(C)(C)CC1=O)N2 (stereo not drawn)
  -2	-8
O=C(Nc1ccc(C(F)(F)F)cc1)c1cn2c(n1)COCC2
  7	-4
COCCC1CCN(C(=O)c2nc3ncccn3n2)CC1
  -4	-3
O=c1cc(-c2ccccc2Cl)oc2ccc(Br)cc12
  -5	-2
CCN(CC)c1ccc(/C=C2\C(=O)NN(c3ccc(Cl)c(Cl)c3)C2=O)cc1
  -1	1
CCc1ccccc1NC(=O)CN1CCC2(CC1)N=C(c1ccccc1)C(=O)N2
  -3	-4

# Already shown: an excerpt of the list.
# Order of results: mHTT-CaM PPI inh	Pf apPOL inh
CCc1ccc(C2CC(c3ccc(OC)c(OC)c3)=NN2C(=O)CCCC(=O)O)cc1 (stereo not drawn)
  15	-9
CC(C)(C)c1ccc(C(=O)NCCN=C2NS(=O)(=O)c3ccccc32)cc1
  9	1
O=c1cc(-c2ccccc2Cl)oc2ccc(Br)cc12
  -5	-2
O=C(Nc1ccc(C(F)(F)F)cc1)c1cn2c(n1)COCC2
  7	-4
COc1ccc(NS(=O)(=O)C2CCS(=O)(=O)C2)cc1 (stereo not drawn)
  5	100*
COCCCNc1ccc(-c2nc(-c3ccccc3)no2)cn1
  -6	-6
CC(C)=CCOc1ccc2c(c1)OC(=Cc1sccc1C)C2=O
  4	-4

# The results go on.
SMILES,mHTT-CaM PPI inh,Pf apPOL inh
CCOc1ccc(-c2cn3ccn(-c4cccc(Cl)c4)c(=O)c3n2)cc1,-8,0
Cc1nc2cc(N3CC(C(=O)Nc4ccc(Br)c(C)c4)CC3=O)ccc2o1 (stereo not drawn),-4,-1
CC(C)(O)CCSc1ccc([N+](=O)[O-])cn1,.,-4
CCCCS(=O)CSc1nc(C)cc(C)c1C#N (stereo not drawn),2,5
CCn1nccc1C(=O)Nc1ccc2sc(C)nc2c1,-12,-13
CCn1cc(Cl)c(C(=O)N2CCCC3(C2)Nc2ccccc2NC3=NC(C)(C)C)n1 (stereo not drawn),21,-2
C=CCn1c2ccccc2c2nnc(SCC(=O)Nc3nnc(SCC)s3)nc21,-5,32
CCCN1C(=O)Cc2ccccc2C1C(=O)NCc1ccc(F)c(Cl)c1 (stereo not drawn),-4,-4
O=C1CSC(c2ccc(Cl)cc2Cl)N1c1ccc(F)cc1F (stereo not drawn),-24,3
COc1ccc(OC)c(-c2cc3ccc(O)cc3oc2=O)c1,-18,0
CCOC(=O)c1ccccc1NC(=O)CSc1ccc(-c2ccco2)nn1,-7,-1
CN(C)C(=O)C1CCCN1C(=O)Nc1ccccc1 (stereo not drawn),-7,0
O=C(Cc1cccs1)N1CC(c2nc(-c3ccccc3)no2)C1,10,3
O=C1CC(Nc2ccc(N3CCOCC3)cc2)C(=O)N1c1ccc(Cl)cc1 (stereo not drawn),12,-3
CCOc1ccc(C(=O)Nc2cc(C)ccc2C)cc1Cl,-6,-7

# The list goes on.
SMILES,mHTT-CaM PPI inh,Pf apPOL inh
N#C/C(=C\Nc1ncccc1Cl)C(N)=S,1,.
CCOc1ccccc1C(=O)NC1(c2nc(-c3cccnc3)no2)CCCCC1,5,-3
CCCCCNC(=O)c1ccc2c(c1)nc(C)n2-c1cccc(C)c1,12,28
Cc1ccc(C)c(NC(=O)C2OC3OC(C)(C)OC3C3OC(C)(C)OC23)c1 (stereo not drawn),1,-5
N#Cc1c(N)nc(SCc2ccccc2)c(C#N)c1-c1ccc(O)cc1,30,1
COc1ccc(-c2ncc3c(n2)CCN(C(=O)c2ccccc2Br)C3)cc1,-5,-5
CCC(C)NC(=O)c1cn(-c2ccc(C)cc2)nn1 (stereo not drawn),-9,-2
O=C(Cc1ccc(Cl)cc1)N1CCn2cnnc2C1,-10,-6
CCOc1ccc(C(=O)Nc2c3c(nn2C(C)(C)C)CSC3)cc1OCC,30,4
CCn1ccc(C(=O)N2CCC(n3cnnc3-c3ccccc3)C2)n1 (stereo not drawn),-2,5
COc1ccccc1NC(=O)CN(c1ccc(Cl)cc1C)S(C)(=O)=O,-5,1
CC(C)NC(=O)C1CC(=O)N(Cc2cccc(Br)c2)C1 (stereo not drawn),-4,-6
Cc1ccc(NC(=O)C/C(N)=N/OC(=O)c2ccccc2)cc1,i,12
COc1ccc(C2Oc3c(Br)cc(Br)cc3C=C2[N+](=O)[O-])cc1OC (stereo not drawn),69*,-7
CCCc1nnc(NC(=O)CCCN2C(=O)c3ccccc3C2=O)s1,-3,9

# Remaining list, next part.
SMILES,mHTT-CaM PPI inh,Pf apPOL inh
CCCCNC(=O)C1CCN(c2ncccc2-c2nc(-c3cccc(C)c3)no2)CC1,-15,-3
C=CCNC(=O)c1c(F)ccc(S(=O)(=O)N2CCCCCC2)c1F,-7,-8
CCOc1cc(OCC)cc(C(=O)N2CCN(c3ccc([N+](=O)[O-])cc3)CC2)c1,2,-9
CCC(C)(C)NC(=O)c1csc2c1CCCC2,-6,-2
OC(COc1ccc(Cl)cc1Cl)Cn1ccnc1 (stereo not drawn),3,-6
Clc1nc(NCc2cccnc2)nc(N2CCOCC2)n1,-1,-8
COc1cc(C(=O)NCCNc2cc(-n3cccn3)ncn2)cc(OC)c1OC,-11,-8
O=C1NC(=O)N(c2cccc(Cl)c2)C(=O)/C1=C/c1ccc(N2CCCCC2)o1,25,-2
Cc1ccc(S(=O)(=O)NCCn2ncccc2=O)s1,-10,-3
Cc1ccn2cc(C(=O)NCCN3CCc4ccccc4C3)nc2c1,8,-13
CC1(C2(C)OCCO2)OCCO1,.,0
Cc1ccc(OCC(=O)Nc2ncn[nH]2)c(Br)c1,19,2
COc1ccccc1NC(=O)c1cc2cc(Br)ccc2oc1=O,-2,-5
CC1CCCCN1C(=O)c1cnc2n(c1=O)CCS2 (stereo not drawn),1,1
O=C(NCc1ccccc1)c1ccc(C2SCC(=O)N2Cc2ccccc2)cc1 (stereo not drawn),-1,0

# Going on with the list.
SMILES,mHTT-CaM PPI inh,Pf apPOL inh
CCOc1ccc(NC(=O)C2C3C=CC4(CN(CCCN5CCOCC5)C(=O)C24)O3)cc1 (stereo not drawn),-4,-1
Nc1ccc(N=Cc2nc(-c3ccc([N+](=O)[O-])cc3)oc2O)cc1,18,1
CC(C(=O)NCc1ccncc1)N(c1ccccc1)S(C)(=O)=O (stereo not drawn),-2,-3
COc1ccc2cccc(NC(=O)c3ccco3)c2n1,12,-7
Cc1ccc(C)c(NC(=O)CN2CCc3ccccc3C2C(=O)N2CCC(C)CC2)c1 (stereo not drawn),12,-6
Cc1ccc(C(=O)N2CCC3(C2)C(=O)N(C)c2ccccc23)cc1F (stereo not drawn),3,2
COc1ccc(C(=O)N2CCc3c(c(C(=O)NCc4ccccc4)nn3C)C2)cc1,56*,-10
COc1cccc(CNc2ccc(-c3nc(-c4ccc(C)cc4)no3)cn2)c1,-9,0
OC1CCN(CC2CC3C=CC2C3)CC1 (stereo not drawn),4,-4
CCOc1cccc2cc(C(=O)Nc3nccs3)c(=Nc3cccc(Cl)c3)oc12,-1,-6
CCCC(=O)NS(=O)(=O)c1ccc(NS(=O)(=O)c2ccc(C)cc2)cc1,-2,-1
Cc1cccc2c(=O)n(C3CCN(C(=O)Nc4ccc(F)cc4)CC3)cnc12,0,-2
CC(C)CCNC(=O)c1ccco1,19,-1
CCCNC(=O)N1CCCC1c1cccc(F)c1 (stereo not drawn),0,-8
O=C(Nc1nnc(COc2ccc(Br)cc2)s1)c1ccc2c(c1)OCO2,0,-6

# Continued.
SMILES,mHTT-CaM PPI inh,Pf apPOL inh
CC1=C(c2ccc(C)cc2)S(=O)(=O)N=C1N1CCCN(C(=O)C2CCC2)CC1,-1,-5
COc1ccc(CN2CC(C)OC(C)C2)cc1 (stereo not drawn),1,-7
O=C(c1ccc(OCC2CCCN(C(=O)C3CCCCC3)C2)cc1)N1CCCC1 (stereo not drawn),11,0
CCC(=O)Nc1ccc(S(=O)(=O)NCCc2ccc(N(C)C)cc2)c(C)c1,36,-6
CC(=O)c1ccc(C(=O)Nc2sc(Cc3ccc4c(c3)OCO4)c(C)c2C(N)=O)cc1,-12,-3

# Screening results: PubChem BioAssay, University of Kansas High Throughput Screening Laboratory

# This is a random part of the collection; any-hit rate near 3.5%.
